miR-122 sensor – inhibitors of miR-122 in Huh7 cells; activation (reporter increase), % at 12.5 µM; Huh7 miR-122 Renilla luciferase sensor, 48 h; neutral wells = 0, positive control = 100; AID 602342; 340,000 compounds, 0.3% hits;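 active = mean replicate activation score at least 90 and every replicate individually at or above 90; inconclusive = only one of the two criteria met; inactive = neither criterion met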;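 also: higher luciferase means less miR-122 activity so hits act as miR-122 inhibitors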
ARNT TACC3 PPI – disrupts binding between human ARNT and TACC3 | AlphaScreen His-ARNT PAS-B/GST-TACC3 binding, luminescence; TACC3 fragment carries E629A point mutation | inhibition, % at 9.99 µM | 390,000 compounds, 0.66% hits | AID 623870;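 active = mean inhibition of replicates at least 50% and at least half of replicates each reaching 50%; inconclusive = half or more replicates reach 50% but mean below 50%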;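 also: 0% = complete ARNT plus TACC3 wells and 100% = ARNT alone without TACC3; many hits fall short of the cut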
* = called active by the depositor; ? = inconclusive.

The first 25 entries as a preview:
SMILES	miR-122 sensor	ARNT TACC3 PPI
O=C(CCC(=O)Nc1ccccc1)NNC(=O)C(c1ccccc1)c1ccccc1	-4	-2
Cc1onc(-c2ccccc2Cl)c1C(=O)NCCN1CCOCC1	-1	-13
CC(=O)Nc1c(C)ccc2nsnc12	-11	-5
CCCn1c(Cc2ccccc2)n[nH]c1=S	-4	-4
CCN1CCN(C(=O)c2ccc(COc3ccc(Cl)cc3)o2)CC1	5	2
Cc1cc2ccccc2nc1SCC(=O)N1c2ccccc2CC1C (stereo not drawn)	1	-8
Cc1ccccc1NC(=O)Cc1nc(CSc2nnc(-c3ccc4c(c3)OCO4)o2)cs1	-3	3
CC(C)(C)c1ccc(C(=O)CSc2ncn[nH]2)cc1	-3	-1
c1ccc(-c2nnc(SCc3nnc(-c4cccs4)o3)o2)cc1	5	2
COc1ccc(NC(=O)CSc2nncs2)cc1OC	-4	-6
O=C(CSCC(=O)NC1CC1)Nc1ccc2ccccc2c1	-1	-5
CCOC(=O)n1c(=O)n(Cc2ccccc2)c2ccccc21	2	1
COc1ccc2c(Cl)c(C(N)=O)sc2c1	0	-9
O=C(Nc1ccc(F)cc1)c1sc2cc(C(F)(F)F)cnc2c1-c1cccs1	-1	-6
Cc1cc(C)c([N+](=O)[O-])cc1-c1ccc(/C=N/NC(=O)c2nonc2N)o1	-4	-7
Cc1ccc(C(=O)NCC(=O)OCC(=O)N2CCCc3ccccc32)cc1	0	0
O=C(c1ccco1)N(Cc1cc2ccccc2[nH]c1=O)CC1CCCO1 (stereo not drawn)	-5	-3
CC(=O)N(c1ccc2oc(=O)sc2c1)S(=O)(=O)c1ccccc1	-4	9
COc1ccc(S(=O)(=O)N2CCN(CC(=O)Nc3cc(OC)cc(OC)c3)CC2)cc1	-2	-1
CS(=O)(=O)N1CCN(c2ccccc2NC(=O)c2ccc(Cl)cc2)CC1	-1	12
O=S(=O)(Nc1nc2c(s1)CCCC2)c1ccc(Br)cc1	-4	-1
Nc1nnnn1/N=C/c1cc(Cl)cc(Cl)c1OCc1ccc(Cl)cc1Cl	3	-13
CCOC(=O)CNC(=O)c1sc2nc(C)cc(C)c2c1N	-5	-2
CC(=O)Oc1oc(-c2ccccc2)nc1C=Nc1ccccc1	-2	-2
CCOc1ccc(C)cc1S(=O)(=O)Nc1cccnc1	20	-4

The listing, previewed entries included:
SMILES	miR-122 sensor	ARNT TACC3 PPI
O=C(CCC(=O)Nc1ccccc1)NNC(=O)C(c1ccccc1)c1ccccc1	-4	-2
Cc1onc(-c2ccccc2Cl)c1C(=O)NCCN1CCOCC1	-1	-13
CC(=O)Nc1c(C)ccc2nsnc12	-11	-5
CCCn1c(Cc2ccccc2)n[nH]c1=S	-4	-4
CCN1CCN(C(=O)c2ccc(COc3ccc(Cl)cc3)o2)CC1	5	2
Cc1cc2ccccc2nc1SCC(=O)N1c2ccccc2CC1C (stereo not drawn)	1	-8
Cc1ccccc1NC(=O)Cc1nc(CSc2nnc(-c3ccc4c(c3)OCO4)o2)cs1	-3	3
CC(C)(C)c1ccc(C(=O)CSc2ncn[nH]2)cc1	-3	-1
c1ccc(-c2nnc(SCc3nnc(-c4cccs4)o3)o2)cc1	5	2
COc1ccc(NC(=O)CSc2nncs2)cc1OC	-4	-6
O=C(CSCC(=O)NC1CC1)Nc1ccc2ccccc2c1	-1	-5
CCOC(=O)n1c(=O)n(Cc2ccccc2)c2ccccc21	2	1
COc1ccc2c(Cl)c(C(N)=O)sc2c1	0	-9
O=C(Nc1ccc(F)cc1)c1sc2cc(C(F)(F)F)cnc2c1-c1cccs1	-1	-6
Cc1cc(C)c([N+](=O)[O-])cc1-c1ccc(/C=N/NC(=O)c2nonc2N)o1	-4	-7

Arranged by length of the SMILES (largest number first): some entries from above.
SMILES	miR-122 sensor	ARNT TACC3 PPI
Cc1ccccc1NC(=O)Cc1nc(CSc2nnc(-c3ccc4c(c3)OCO4)o2)cs1	-3	3
COc1ccc(NC(=O)CSc2nncs2)cc1OC	-4	-6
COc1ccc2c(Cl)c(C(N)=O)sc2c1	0	-9

The list continues:
SMILES	miR-122 sensor	ARNT TACC3 PPI
Cc1ccc(C(=O)NCC(=O)OCC(=O)N2CCCc3ccccc32)cc1	0	0
O=C(c1ccco1)N(Cc1cc2ccccc2[nH]c1=O)CC1CCCO1 (stereo not drawn)	-5	-3
CC(=O)N(c1ccc2oc(=O)sc2c1)S(=O)(=O)c1ccccc1	-4	9
COc1ccc(S(=O)(=O)N2CCN(CC(=O)Nc3cc(OC)cc(OC)c3)CC2)cc1	-2	-1
CS(=O)(=O)N1CCN(c2ccccc2NC(=O)c2ccc(Cl)cc2)CC1	-1	12
O=S(=O)(Nc1nc2c(s1)CCCC2)c1ccc(Br)cc1	-4	-1
Nc1nnnn1/N=C/c1cc(Cl)cc(Cl)c1OCc1ccc(Cl)cc1Cl	3	-13
CCOC(=O)CNC(=O)c1sc2nc(C)cc(C)c2c1N	-5	-2
CC(=O)Oc1oc(-c2ccccc2)nc1C=Nc1ccccc1	-2	-2
CCOc1ccc(C)cc1S(=O)(=O)Nc1cccnc1	20	-4
CCC(CC)=NNc1cccc([N+](=O)[O-])c1	4	0
S=C(NCCc1ccccc1)Nc1ccc(Cl)cc1Cl	?	-1
O=C(O/N=C\c1ccc(N2CCCCC2)c([N+](=O)[O-])c1)c1cccc(C(F)(F)F)c1	-7	0
COCCCNC(=O)C(Cc1ccccc1)NS(=O)(=O)c1ccc2c(c1)c(=O)n(C)c(=O)n2C (stereo not drawn)	4	-4
C=CCn1c(COc2ccccc2F)nnc1SCC(=O)Nc1cc2oc3ccccc3c2cc1OC	-7	-30
CS(=O)(=O)N1CCN(Cc2ccc(C(F)(F)F)cc2)CC1	-1	2
Nc1ncnc2c1ncn2C1C=C(CO)C(O)C1O (stereo not drawn)	-5	6
CCNC(=O)OCC(CC)NC(=O)OCC(C)C (stereo not drawn)	-2	-6
Cc1cc(C)cc(COn2ccnc2)c1	1	6
O=C(N/N=C(\c1ccccc1)c1ccccn1)c1cccc([N+](=O)[O-])c1	-5	1
O=C(C1=C(O)C(=O)N(Cc2ccco2)C1c1cccnc1)c1cc2ccccc2o1 (stereo not drawn)	-2	31
COc1ccc(CN2CC(C(=O)NCCCOC(C)C)CC2=O)cc1 (stereo not drawn)	-6	-6
COC(=O)c1cccc(NC(=O)CN(c2ccc3c(c2)OCO3)S(C)(=O)=O)c1C	-6	13
O=c1c2ccccc2nc(SCc2ccc([N+](=O)[O-])cc2)n1-c1ccccc1	-4	0
CC(C)NC(=O)c1ccc(COCC(F)(F)F)cc1	-3	-6
CC1(C)Cc2c(cnn2-c2ccccc2)-c2c1c1ccccc1n2CC(O)CBr (stereo not drawn)	-2	1
Cn1c(-c2ccc(C=O)s2)nc2ccccc21	-1	-5
CCN(CC)C(=O)Oc1ccc(Br)c2ccccc12	0	-5
c1cnc(SCCOc2cccc3ccccc23)nc1	2	0
Cc1cc(C)c2nc(-c3ccccn3)cc(C(=O)Nc3ccc(S(=O)(=O)Nc4onc(C)c4C)cc3)c2c1	19	14
c1ccc(Nc2nc(N3CCOCC3)nc(N3CCOCC3)n2)cc1	-8	15
CCC/C(O)=C1\C(=O)CCCC1=NCCCCCC(=O)O	0	-7
O=c1c(C(c2ccc(O)cc2)c2c(O)nc3n(c2=O)CCS3)c(O)nc2n1CCS2	-2	-5
Cc1c(OCc2ccccc2)c(=O)ccn1Cc1ccc(Cl)cc1	3	-3
Cc1nn2c(CN(C(=O)c3ccco3)c3ccccc3)nnc2c2ccccc12	-2	17
O=C(N/N=C/c1ccc(Cl)cc1)c1cc2c(s1)-c1ccccc1CC2	3	-12
Cc1ccsc1C(=O)OCC(=O)NCC1CCCO1 (stereo not drawn)	1	-5
CCCNC(=O)C1CNc2ccccc2O1 (stereo not drawn)	-2	-4
CCOC(=O)C1=C(CSc2nc(-c3ccncc3)ccc2C#N)OC(N)=C(C#N)C1c1ccc(OC)cc1 (stereo not drawn)	-6	11
COc1ccc2cc(CN(CC3COCCO3)S(=O)(=O)c3ccccc3)c(=O)[nH]c2c1 (stereo not drawn)	-5	20
O=C(Nc1ccccc1)c1cnc[nH]1	-2	3
COc1ccccc1NC(=O)CSC(N)=O	2	-4
O=C(Oc1cccc(-n2cnnn2)c1)c1ccco1	-1	-9
CCOC(=O)/C(C#N)=C/c1cc(C)n(-c2ccccc2)c1C	3	-4
CCCn1c(N)c(N2CCCCC2)c(=O)n(CC(=O)Nc2ccccc2)c1=O	5	-2
O=C(Nc1nc(-c2cc3ccccc3oc2=O)cs1)c1ccc(Br)o1	-3	0
COC(=O)c1ccc2ncccc2c1	3	6
Cc1ccc(S(=O)(=O)CCC(=O)N2CCc3ccccc32)cc1	2	6
O=C(CCC(=O)Nc1ccccc1Cl)NNC(=O)c1ccco1	-1	-2
COC(=O)CSc1nc2c(c(=O)n(C)c(=O)n2C)n1CCCc1ccccc1	-1	16
CC(C)C(C(=O)O)N1C(=O)/C(=C/C=C/c2ccco2)SC1=S (stereo not drawn)	-8	2
N#Cc1ccccc1NC(=O)Nc1cccs1	-5	5
O=C(OCc1nc2ccccc2s1)[C@@H]1CCCN1S(=O)(=O)c1ccccc1F	1	-1
CCCCn1c(SCC(=O)c2ccc(OC)cc2OC)nc2cc(S(N)(=O)=O)ccc21	2	-7
O=S(=O)(NCC(c1cccnc1)N1CCN(c2ccccc2)CC1)c1cccs1 (stereo not drawn)	-6	7
COc1cccc(N2CC(O)=C(c3ccccc3)C2=N)c1	-1	-17
Nc1ccc(Nc2ccccc2N)cc1	-3	7
O=C(Nc1ccc(Cl)cc1)Nc1nc(-c2sccc2Br)cs1	-2	-3
CN1C(=O)c2ccccc2Sc2ccc(NC(=O)NC3CC3)cc21	1	-5
Cn1ncc([N+](=O)[O-])c1C(=O)Nc1nc2ccccc2n1CCN1CCCCC1	-2	38

Next section:
SMILES	miR-122 sensor	ARNT TACC3 PPI
NC(=O)SCC(=O)Nc1cccc(Cl)c1	-7	6
Nc1c(C(=O)c2ccccc2)sc2snc(SCC(=O)c3ccccc3)c12	19	30
O=C(Nc1ccc(Br)cc1)c1ccc(N2C(=O)C3CC=C(Cl)CC3C2=O)cc1 (stereo not drawn)	4	-8
CCC(=O)Nc1cccc(C(=O)/C=C/c2cc(Br)ccc2OC)c1	1	4
CC1=NN(c2nc(-c3ccc(C)cc3)cs2)C(=O)C1N=Nc1ccc2ccccc2c1 (stereo not drawn)	0	-4
Cc1ccc(C2=NN3C(C2)c2ccccc2OC32C(=O)Nc3ccccc32)cc1 (stereo not drawn)	15	-2
Cc1cccc(OCCn2c(CCCO)nc3ccccc32)c1	-2	-11
COC(=O)N1CN(C(=O)OC)CN(C(=O)OC)C1	5	-16
Cc1nc(S(=O)(=O)c2ccc(Cl)cc2)nc2c1CCC2	2	-7
C=CCc1ccc(OCCCCCN2CCOCC2)c(OC)c1	-2	1
CC(NC(=O)CSc1nc2c(cc1C#N)CN(C)CC2)c1ccccc1 (stereo not drawn)	5	12
CCn1c(C)c(C)c2cc(C(=O)Nc3cccc(Cl)c3)ccc21	-5	-1
CN(Cc1ccccc1)c1ccc(S(=O)(=O)N2CCOCC2)cn1	3	-4
O=C(N/N=C/c1cccc(C(F)(F)F)c1)c1cc2c(s1)-c1ccccc1CC2	-1	-7
Cc1cc(C(=O)N/N=C/c2cccnc2)c(C)o1	1	-22
Cc1nc(S(=O)(=O)c2cccc(Cl)c2)nc2c1CCC2	-4	4
Cc1ccc(S(=O)(=O)c2nc(-c3cccs3)oc2SCC(N)=O)cc1	5	8
c1ccc2oc(SCc3nc4ccccc4s3)nc2c1	-1	-16
Cc1nnc(SCC(=O)N(C(C)C)C(C)C)nc1C	10	-7
O=C(/C=C/c1ccc2c(c1)OCO2)Nc1nc2ccccc2s1	-3	0
C/C(=C\C(=O)c1ccncc1)Nc1ccccc1O	4	-17
CCOc1ccc(/C=C/C(=O)Nc2ccc3[nH]c(=O)[nH]c3c2)cc1	4	-5
Cc1cccc(N/C(=N\S(=O)(=O)c2ccccc2)C(F)(F)F)c1	-3	-53
N#CC(c1ccc(F)cc1)c1ccc(C(=O)c2ccc(F)cc2)cc1 (stereo not drawn)	1	-5
COC(=O)c1ccc(-c2cc(C(=O)O)c3cc4c(cc3n2)OCCO4)cc1	0	2
O=C(O)Cn1c2c(c3ccccc31)CCCC2	-1	2
CN(C)S(=O)(=O)c1ccc(NC(=O)COC(=O)c2n[nH]c3ccccc23)cc1	-6	-15
Cc1cc(C)nc(Sc2nc(C)nc3c2oc2ccccc23)n1	-5	-2
COc1ccc(C(=O)c2c[nH]c(C(=O)NCc3cccs3)c2)cc1	1	4
COc1cc(C2CC(=O)c3cnc(N4CCN(Cc5ccccc5)CC4)nc3C2)cc(OC)c1OC (stereo not drawn)	-4	12
Cc1cc(C)c(S(C)(=O)=O)c(S(=O)(=O)c2ccc(Cl)cc2)n1	5	-13
O=C(COC(=O)CNC(=O)c1ccco1)Nc1ccc(Cl)cn1	-1	5
COc1cccc(NC(=S)NCCC(c2ccccc2)c2ccccc2)c1	12	0
CC(=O)NCCC(=O)Nc1sc2c(c1-c1nc3ccccc3[nH]1)CCCC2	9	1
CCOC(=O)c1c(C(C)(C)C)oc2ccc(O)cc12	3	13
Cc1ccc(NC(=O)C2CCN(S(=O)(=O)c3cccs3)CC2)cc1C	4	-9
Cc1ccc(-c2csc3nnc(SCC(=O)N4CCN(Cc5ccccc5)CC4)n23)cc1	-5	-1

Some of the compounds tested, so the mix of outcomes need not match the whole.
